D1 ag: Allosteric Agonists of the Human D1 Dopamine Receptor: qHTS; D(1A) dopamine receptor (Homo sapiens), P21728; HEK293 T-REx D1 cells, calcium flux, agonist mode; activation, % at 2 µM; 360,000 compounds, 1% hits; AID 504660, 2011; in the data active = activation above about 30%; note: 0% is about no effect
Target sequence (P21728 whole entry, looked up): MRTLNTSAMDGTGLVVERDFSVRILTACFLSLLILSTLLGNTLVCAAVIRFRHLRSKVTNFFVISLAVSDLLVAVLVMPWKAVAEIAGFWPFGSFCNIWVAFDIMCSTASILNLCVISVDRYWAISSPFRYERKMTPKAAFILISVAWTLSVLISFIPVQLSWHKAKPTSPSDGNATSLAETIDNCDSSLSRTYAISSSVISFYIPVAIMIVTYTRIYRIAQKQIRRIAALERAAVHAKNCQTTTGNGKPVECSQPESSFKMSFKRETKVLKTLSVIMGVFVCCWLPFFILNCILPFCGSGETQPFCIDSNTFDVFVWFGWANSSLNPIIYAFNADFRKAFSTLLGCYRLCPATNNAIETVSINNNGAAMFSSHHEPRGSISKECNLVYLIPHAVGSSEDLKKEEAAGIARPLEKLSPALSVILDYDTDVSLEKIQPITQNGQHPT
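Inducible HEK293 T-REx D1 cells, force-coupled to calcium signalling, were plated at 4000 cells/well with tetracycline and held overnight at 30 C. After no-wash calcium dye loading, compound-evoked calcium rise over 180 s flagged agonists.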
Glioma ERSR ind: qHTS for Inducers of the Endoplasmic Reticulum Stress Response (ERSR) in Human Glioma: qHTS. U87-MG GRP78 promoter luciferase reporter, 16 h. 420,000 compounds, 0.02% hits. Potency, µM, for inactives: at the highest dose activation, most hits filed as activators; note: potency is the fitted concentration of half-maximal effect; series mostly up to about 76 µM; % of control where 0% means no effect; nearly all actives have a fitted effect of over 35% in size
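ERSR induction read as luciferase luminescence (Bright-Glo, 10 min at room temperature) in stably transfected human U87-MG glioma cells exposed to compounds for 16 h, using GRP78 as sensor.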
Vif-A3F inh: qHTS for Inhibitors of Vif-A3F Interactions: qHTS | HeLa A3F-eYFP + Vif (tagged APOBEC3F with the HIV-1 protein that degrades it), YFP fluorescence increase | 390,000 compounds, 0.2% hits | Potency, µM (titrated, usually from 46.1 µM), for inactives: top-dose activity, negative = active | AID 602313, 2012; note: potency is the fitted concentration of half-maximal effect; % of control where 0% means no effect; nearly all actives have a fitted effect of over 65% in size
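HeLa cells stably expressing A3F-eYFP plus Vif, plated and incubated overnight at 37 deg C, then exposed to compounds overnight at 37 deg C. Blocked degradation read as raised yellow fluorescence (Ex 488/Em 500-530).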
D1 antag: Antagonist of Human D 1 Dopamine Receptor: qHTS; activity change, negative = inhibition, % at 10 µM; D(1A) dopamine receptor (Homo sapiens), P21728; HEK293 TREx D1 cells, calcium flux, dopamine EC80; active compounds read low; AID 504652, 2011; 360,000 compounds, 3.2% hits; in the data active = activity change below about -30%; note: % is set by controls: 0 for no effect and ±100 for the full control effect
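Cells carrying a force-coupled, tetracycline-inducible human D1 receptor report calcium flux. Each well gets a 10 s baseline, compound with 180 s monitoring, then an EC80 dopamine stimulus with a second 180 s kinetic read.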
Vif-APOBEC3G blk: qHTS for Inhibitors of Vif-A3G Interactions: qHTS; DNA dC->dU-editing enzyme APOBEC-3G (Homo sapiens), Q9HC16; HeLa A3G-eYFP + Vif (tagged APOBEC3G with the HIV-1 protein that degrades it), YFP fluorescence, overnight; Potency, µM (top dose mostly 46.1 µM), for inactives: at the top dose activity, negative = active, most hits filed as inhibitors; 410,000 compounds, 0.076% hits;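 note: potency is the fitted concentration of half-maximal effect; % is set by controls: 0 for no effect and ±100 for the full control effect; nearly all actives have a fitted effect of over 60% in size; hits raise eYFP signal because A3G escapes Vif-driven loss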
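HeLa cells stably expressing Vif and C-terminally eYFP-tagged A3G, seeded overnight at 37 deg C, then exposed to compound by pintool overnight at 37 deg C. Rise in yellow fluorescence (Ex 488/Em 500-530, Acumen) marks blocked Vif-driven A3G degradation.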
D1 PAM: Potentiators of Human D1 Dopamine Receptor: qHTS. D(1A) dopamine receptor (Homo sapiens), P21728. HEK293 TREx D1 cells, calcium flux, dopamine EC20 potentiation. 360,000 compounds, 0.036% hits. AID 504651, 2011. potentiation, % at 10 µM; in the data active = potentiation above about 30%; note: 0% is about no effect
LDHA inh: qHTS assay for inhibitors of human lactate dehydrogenase | L-lactate dehydrogenase A chain (Homo sapiens), P00338 | purified LDHA, NADH/diaphorase-resazurin fluorescence; active compounds read low | activity change, % (values are at about 110 or 230 µM) | 480,000 compounds, 0.15% hits | AID 1347041, 2019; in the data active = activity change below about -30%; inconclusive = mostly about -25% to -30%;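 note: plate controls were DMSO wells for no effect and wells without enzyme for full effect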
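Resorufin fluorescence (ex540/em590), read at 0 and 20 min after diaphorase/resazurin addition, reports the NADH left after a 5 min room-temperature reaction of 2 nM human LDH5 with 0.06 mM NADH and 0.2 mM pyruvate.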
D2 potentiator: HTS Assay for Positive Allosteric Modulators of the Human D2 Dopamine Receptor: Primary Screen for Potentiators | D(2) dopamine receptor (Homo sapiens), P14416 | HEK293 T-REx D2, calcium flux, EC20 dopamine potentiation | potentiation, % at 10 µM | 340,000 compounds, 0.34% hits | AID 485347, 2010;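 active = potentiation over 3 SD above the plate norm, cut at about 30% in these data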; note: 0% is about no effect
Target sequence (P14416 whole entry, looked up): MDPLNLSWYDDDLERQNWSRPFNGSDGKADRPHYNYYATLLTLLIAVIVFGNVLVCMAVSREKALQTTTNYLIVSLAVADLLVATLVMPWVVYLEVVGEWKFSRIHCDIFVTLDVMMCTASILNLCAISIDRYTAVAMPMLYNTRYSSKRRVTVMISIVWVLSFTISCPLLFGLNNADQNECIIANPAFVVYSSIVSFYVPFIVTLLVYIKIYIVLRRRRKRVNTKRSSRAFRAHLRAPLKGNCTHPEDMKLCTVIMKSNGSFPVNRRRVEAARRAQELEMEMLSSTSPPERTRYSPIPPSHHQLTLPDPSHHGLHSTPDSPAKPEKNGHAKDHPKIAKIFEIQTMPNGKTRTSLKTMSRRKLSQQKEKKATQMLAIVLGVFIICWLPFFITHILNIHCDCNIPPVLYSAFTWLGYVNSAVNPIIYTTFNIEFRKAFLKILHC
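Cells plated with tetracycline inducer and held overnight at 30 C; calcium dye loaded 30–90 min at room temperature; baseline taken, compound added and read 180 s; EC20 dopamine then added and read 180 s.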
RXFP1 ag: qHTS Assay for Agonists of the Relaxin Receptor RXFP1. 370,000 compounds, 0.3% hits. Potency, µM (doses to about 57.5 µM), for inactives: at the top dose activation, actives largely listed as activators. Relaxin receptor 1 (Homo sapiens), Q9HBX9. HEK293T-RXFP1 cAMP TR-FRET, 30 min; response scale: percent of porcine relaxin response, buffer zero; note: potency is the fitted concentration of half-maximal effect; % is set by controls: 0 for no effect and ±100 for the full control effect; nearly all actives have a fitted effect of over 60% in size; many of its hits are not listed in these tables
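HEK293 cells stably expressing RXFP1, treated 30 min at 37C with compounds plus PDE4 inhibitor Ro 20174; cAMP measured by HTRF TR-FRET. Normalized to buffer and 29 nM porcine relaxin; EC50 by Hill fit.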
* hit, by the source's call; ? = inconclusive; . = not tested or not shown; & = joins results of further samples. Unless noted, calls come from the whole dose curve; as a rule, active = well fitted curve in the direction sought with a large enough effect; inconclusive = small, poorly fitted or top-dose-only effect, or another doubt; inactive = no such curve, though single readings can be large; an effect the other way counts as inactive or inconclusive.

SMILES	D1 ag	Glioma ERSR ind	Vif-A3F inh	D1 antag	Vif-APOBEC3G blk	D1 PAM	LDHA inh	D2 potentiator	RXFP1 ag
CSCc1ccc(C(=O)NC2CC(C)(C)Cc3c2cnn3-c2ccc(F)cc2)o1 (centres undefined)	0	3%	-2%	-8	3%	-4	-12	0	-0.5%
Cc1nn(S(=O)(=O)N2CCOCC2)c(C)c1Br	2	-5%	?	4	-1%	5	-10	2	0.8%
COc1ccc(CNC(=O)c2nn(C)c3c2CS(=O)(=O)c2ccccc2-3)cc1	0&0	-5%&-2%	12%&5%	-24&0	1%&-2%	6&-1	-3&-8	-1&-1	2.2%&1.1%
Cc1noc(/C=C/c2ccccc2F)c1S(=O)(=O)N1CCC(C(=O)N2CCOc3ccccc32)CC1	1	0%	9%	-3	6%	0	-7	15	-0.5%
CCOC(=O)c1cc2c(=O)n3cccc(C)c3nc2n(CC2CCCO2)c1=NC(C)=O (centres undefined)	.	-2%&-4%	1%&0%	.	4%&1%	.	-2&-2	.	.
CCN(CC)CCCN1C=C2C(=O)C(C)(OC(=O)CCc3ccccc3)C(=O)C=C2C=C1c1ccc(C#N)cc1 (centres undefined)	4	-2%	5%	-8	2%	-2	32	8	-2.1%
Cc1ccc(-c2cc(C(=O)N/N=C/c3ccco3)n[nH]2)s1	1	5%	2%	4	-3%	-1	-6	.	-0.6%
CCn1c(-c2cccc(S(=O)(=O)N3CCCC3)c2)n[nH]c1=S	4	-2%	1%	-6	3%	4	-2	8	2.4%
CCC(C)(C)n1nnnc1C(c1ccccn1)N1CCCCC1 (centres undefined)	1	-4%	3%	-11	-5%	-6	-8	-6	-0.3%
COC(=O)COc1ccc(S(=O)(=O)Nc2ccc(C(N)=O)cc2)cc1Cl	0	1%	-1%	4	-4%	-13	-12	-3	2.2%
COc1ccc(C2=NS(=O)(=O)N(C)C(C(=O)NCc3cccs3)=C2)cc1OC	0	1%	-6%	-8	4%	-6	-2	0	4.5%
Cc1ccc2nc(SCC(=O)c3ccc(Cl)cc3)nc(=O)n2c1	3	-3%	1%	2	-3%	-3	2	13	4.1%
COc1cc2c(cc1OC)/C(=C/C(=O)N1CCOCC1)NC(C)(C)C2	5	-3%	1%	-20	1%	-4	-4	14	0.7%
Cc1ccccc1CNC(=O)C1CCCCN1S(=O)(=O)c1ccc(F)cc1 (centres undefined)	0	0%	-8%	-32*	-5%	-6	-2	0	-0.4%
CCCC(=O)N1CC(=O)Nc2ccc(C)cc2C1c1ccc(F)cc1 (centres undefined)	-1	-4%	-4%	-88*	-9%	-7	-2	-3	-1.9%
Cc1ccc(C)c(-n2c(SCC(=O)N3CCC(C(=O)O)CC3)nnc2-c2cccc(Cl)c2)c1	1	13%	-18%	22	-1%	-3	-4	-4	-0.4%
CCOc1ccc(N2CC(C(=O)N3CCCC3)CC2=O)cc1 (centres undefined)	0	-1%	16%	-83*	1%	-4	-5	-13	-0.2%
C=CCOC(=O)C1=C[C@H](c2cn(C(C)=O)c3ccccc23)C[C@H](OCc2ccc(CO)cc2)O1	15	-4%	1%	-3	-7%	-2	1	0	2.0%
C[n+]1c2n(c3ccccc31)N=C(c1ccc(Cl)cc1)CS2	3	11%	-3%	-3	9%	-6	-3	10	2.2%
CCCCn1c(=O)[nH]c(=O)c2c1nc(-c1ccc(OC(F)F)c(OC)c1)n2C	0	-2%	6%	-15	0%	.	-16	4	3.0%
CC(=O)c1cccc(NC(=O)CC2S/C(=N/N=C3CCCCCC3)NC2=O)c1 (centres undefined)	0	-1%	-2%	-10	-7%	-7	3	24	4.3%
CCOC(=O)C1=C(C)OC(N)=C(C#N)C1c1cc(F)ccc1F (centres undefined)	0	-2%	-2%	5	-9%	-3	2	-3	-1.0%
Cc1cc(C)cc(-n2c(C)c3c(C)nnc(C)c3c2C)c1	1	-1%	2%	3	-3%	-2	3	13	-1.2%
CCN(CC(=O)NCc1cccs1)C(=O)c1ccc(-c2ccccc2F)o1	4	-1%	-13%	3	0%	1	-5	1	3.7%
CCN(CC)c1nc(C)nc2c1cnn2CCc1ccccc1	2	3%	0%	3	0%	-13	-1	0	1.0%
Cc1ccc2oc(=O)c3cnn(CC(=O)N(CCN(C)C)Cc4ccco4)c3c2c1	1	-3%	-1%	-4	-5%	-7	-17	-6	-0.5%
COc1ccc(Cl)cc1NC(=O)Nc1cnccn1	1	2%	2%	-15	1%	-9	-4	-9	1.4%
Cc1ccccc1N1C(=S)NC2c3ccccc3OC1(C)C2C(=O)N(C)C (centres undefined)	2	-4%	-22%	15	1%	-3	-5	1	0.0%
Cc1nc(NC(=O)c2c(-c3ccccc3Cl)noc2C)sc1C	0	-5%	5%	-10	4%	1	0	-2	0.9%
O=[N+]([O-])c1ccc(C(=S)N2CCCC2)cc1	4	1%	8%	-8	5%	-3	0	5	0.3%
O=C1C=C(NCc2ccc(Cl)cc2)CC(c2ccco2)C1 (centres undefined)	0	-3%	-10%	1	-19%	-7	2	14	-0.7%
CC(C)C(=O)N1CCN(c2ccccc2NC(=O)c2cccc3ccccc23)CC1	1	2%	5%	-17	-1%	-5	-6	.	2.1%
CCOc1ccc(NC(=S)NCc2ccc3c(c2)OCO3)cc1	9	-7%	6%	-11	3%	-3	-3	-3	1.2%
CCOC(=O)c1ccccc1NC(=O)CSc1nc(=O)[nH]c2c1CCC2	-2	0%	-1%	.	0%	2	-8	1	2.7%
CCOC(=O)c1cc(C)sc1NC(=O)CCC(=O)O	0	-7%	0%	0	-2%	5	-4	.	2.5%
O=S(=O)(Nc1ccc(NS(=O)(=O)c2ccccc2)c(Cl)c1)c1ccccc1	.	-3%	0%	.	?	.	-2	.	.
Cc1cc(Br)ccc1NC(=O)CN(C)C(=O)C1CCN(C(=O)c2ccc(F)cc2)CC1	0	-5%	7%	-6	-3%	-8	-5	0	0.5%
Cc1ccc(C(=O)N(CC(=O)Nc2sc(C)c(C)c2C(N)=O)C2CCCC2)cc1	5	1%	0%	3	0%	-3	-11	4	-0.4%
N=C(N)SCc1ccc(Cl)c2ccccc12	.	-5%	-13%	.	0%	.	-14	.	.
COc1ccc(NC(=O)C2CCCN(C(=O)Nc3ccc(OC)cc3)C2)cc1 (centres undefined)	1	-2%	?	7	1%	-4	-8	5	-0.8%
Cc1ccc(CC(=O)N2CCN(C(=O)C3CCCO3)CC2)cc1 (centres undefined)	4	1%	5%	11	3%	2	-5	11	0.1%
Cc1ccc(-c2nc(CN(C)C(C3CC3)C3CC3)c(C)o2)cc1	-1	4%	-4%	1	3%	-5	-12	-10	0.4%
O=C(Cc1cccc(NC(=O)C2CCN(C(=O)c3ccccc3)CC2)c1)Nc1cccc(C(=O)N2CCCC2)c1	14	-5%	1%	-21	2%	2	-3	7	0.9%
CN1CCN(C(=O)c2cc3sccc3n2CC(=O)c2ccccc2)CC1	0	-6%	7%	-8	1%	-1	3	-10	0.3%
CC(=O)c1ccc2ccccc2c1OC(=O)c1ccncc1	.	6%	-2%	.	1%	.	2	.	.
COc1ccccc1Oc1c(C)oc2cc(OC(=O)c3ccco3)ccc2c1=O	4	-2%	7%	12	-1%	-2	-2	-9	1.7%
CN(CC(=O)Nc1ccccc1Cl)C(=O)COC(=O)CSc1ccc(Cl)cc1	21	-2%	0%	1	1%	.	2	10	1.4%
O=C(NCC1CCCO1)c1onc(CSc2ccc(F)cc2)c1C(=O)O (centres undefined)	-1	-2%	-4%	8	0%	-2	-8	8	-0.7%
Cc1ccc(S(=O)(=O)N2CCC(N3CCC(C)CC3)CC2)cc1	-1	-3%	6%	-9	-3%	-5	-15	-9	-1.1%
N#Cc1c(NC(=O)CSc2ncnc3sccc23)oc(-c2ccco2)c1-c1ccco1	4	4%	1%	-4	-5%	2	1	-1	1.6%
COCCOc1cc2ncnc(N3CCC(C(=O)O)CC3)c2cc1OCCOC	2	-2%	2%	3	0%	6	-2	-14	10%
O=C(CSc1nnc(COc2ccc(F)cc2)o1)N1CCCCC1	0	-1%	2%	-8	-7%	3	-2	-15	0.7%
COc1ccccc1N(CC(O)COc1ccccc1)S(=O)(=O)c1ccccc1 (centres undefined)	0	-4%	-3%	2	1%	1	-2	5	2.6%
Cc1ccc(-c2nnc(SCC(=O)NC3CC3)n2N)cc1	0	4%	0%	-8	4%	-2	-4	.	-0.1%
Cc1c(C(=O)OC2CCCC2)[nH]c2c1C(=O)CC(c1ccc(Cl)cc1)C2 (centres undefined)	3	-3%	-7%	3	5%	-1	-3	2	2.5%

Not all compounds are listed; the hit share may differ from the screen's.
